ALOX12 inh – ALOX12 (human) lipoxygenase inhibition | Potency, µM (doses to about 108 µM), for the others: at the highest dose activity change, negative = inhibition, hits mostly inhibitors | purified 12hLO, xylenol orange hydroperoxide absorbance | 580,000 compounds, 1.1% hits | P18054; further: potency means the concentration at half of the fitted maximal effect; on the % scale 0 is the no-effect control and ±100 the full control effect
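Hydroperoxide product was detected by ferrous iron/xylenol orange as the 573 to 405 nm absorbance ratio. Arachidonic acid at 40 uM (final) was turned over for 30 min at room temperature by 150 nM human 12hLO, pH 7.0 Hepes buffer, after 15 min compound preincubation.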
RGS4 inh – blocks human RGS4-accelerated GTP hydrolysis; AID 504845; 390,000 compounds, 0.039% hits; Transcreener GDP fluorescence polarization, RGS4-accelerated GTP hydrolysis; Potency, µM (top dose mostly 114 µM), inactives show top-dose activity change, negative = inhibition, hits mostly inhibitors; further: potency means the concentration at half of the fitted maximal effect; on the % scale 0 is the no-effect control and ±100 the full control effect; nearly all actives have a fitted effect of over 75% in size; some results filed as inactive show a strong effect at the top dose
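MLSMR compounds (23 nl, pin-transferred) preincubated 10 min at room temperature with a 500nM (2x) first reagent, then RGS4 at 900nM (2x) plus Transcreener GDP mix added; fluorescence polarization (620/688 nm) read before and after 90 min at 30 °C.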
ERG-DNA inh – inhibitors of human ERG Ets domain-DNA interaction. P11308. fluorescence polarization, His-ERG Ets domain / labelled DNA. Potency, µM (titrated, usually from 76.9 µM), inactives show at the highest dose FP activity, negative = inhibition, usual class: inhibitors. 370,000 compounds, 0.028% hits. AID 624246; active means well fitted inhibition curve with a large enough effect in the polarisation, with a control signal flat; inconclusive means small, poorly fitted or top-dose-only effect, or effect the other way, or a change in a side signal; inactive means no such curve, though single readings can be large or run the other way; the % refers to the polarisation;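 further: polarization taken with two DNA probes labelled with fluorescein and Texas red; potency means the concentration at half of the fitted maximal effect; % of control where 0% means no effect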
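His-tagged ERG Ets domain (1 uM in the protein solution; 300mM KCl, 50mM Tris-HCl, 1mM EDTA, 1mM DTT, pH 7.5) received compound, then a probe mix of 5 nM fluorescein-DNA and 100nM Texas-615-DNA. Fluorescence polarization was read for both dyes.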
Apoferritin bind – binds horse apoferritin like a general anesthetic. 350,000 compounds, 0.074% hits. P02791. Potency, µM (titrated, usually from 77.5 µM), without a hit: at the top dose activity change, negative = displacement, hits mostly inhibitors. apoferritin/1-aminoanthracene competitive binding, fluorescence; further: potency means the concentration at half of the fitted maximal effect; on the % scale 0 is the no-effect control and ±100 the full control effect; nearly all actives have a fitted effect of over 20% in size
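Horse-spleen apoferritin (10 uM) in 50% saturated 1-aminoanthracene in PBS was incubated 10 min at room temperature with compound. Fluorescence (ex 380, em 535 nm) was normalized to free and bound 1-AMA, with concentration-response fitted by a four-parameter Hill equation.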
APEX1 inh – APE1 (human) endonuclease inhibition; recombinant APE1, TAMRA/BHQ-2 abasic DNA cleavage fluorescence; P27695; 350,000 compounds, 0.35% hits; Potency, µM (series often up to 65.8 µM), inactives show at the highest dose activity change, negative = inhibition, actives largely listed as inhibitors;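 further: potency means the concentration at half of the fitted maximal effect; plate controls were vehicle for no effect and reference inhibitor for full effect; nearly all actives have a fitted effect of over 55% in size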
Target sequence (P27695 whole entry, looked up): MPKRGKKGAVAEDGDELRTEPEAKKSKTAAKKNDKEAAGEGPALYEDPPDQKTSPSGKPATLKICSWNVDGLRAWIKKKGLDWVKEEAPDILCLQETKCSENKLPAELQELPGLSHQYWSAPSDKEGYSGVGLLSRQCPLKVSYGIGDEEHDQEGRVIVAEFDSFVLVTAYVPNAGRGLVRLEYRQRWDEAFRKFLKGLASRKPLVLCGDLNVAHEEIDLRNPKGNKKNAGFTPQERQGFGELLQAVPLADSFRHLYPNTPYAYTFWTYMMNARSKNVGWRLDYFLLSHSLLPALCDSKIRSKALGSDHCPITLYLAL
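Activity was derived from the fluorescence gain between first and third kinetic reads (60 s intervals, ex 525/em 598 nm) after 50 nM THF-abasic TAMRA/BHQ-2 duplex was added to 0.75 nM APE1 preincubated 15 min with compound.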
POLH inh – blocks human DNA polymerase eta activity; AID 588591; recombinant Pol eta, fluorescent DNA replication assay; 390,000 compounds, 1.2% hits; Potency, µM (highest dose often 114 µM), for the others: top-dose activity change, negative = inhibition, hits mostly inhibitors; further: potency means the concentration at half of the fitted maximal effect; on the % scale 0 is the no-effect control and ±100 the full control effect
Target sequence (Q9Y253 whole entry, looked up): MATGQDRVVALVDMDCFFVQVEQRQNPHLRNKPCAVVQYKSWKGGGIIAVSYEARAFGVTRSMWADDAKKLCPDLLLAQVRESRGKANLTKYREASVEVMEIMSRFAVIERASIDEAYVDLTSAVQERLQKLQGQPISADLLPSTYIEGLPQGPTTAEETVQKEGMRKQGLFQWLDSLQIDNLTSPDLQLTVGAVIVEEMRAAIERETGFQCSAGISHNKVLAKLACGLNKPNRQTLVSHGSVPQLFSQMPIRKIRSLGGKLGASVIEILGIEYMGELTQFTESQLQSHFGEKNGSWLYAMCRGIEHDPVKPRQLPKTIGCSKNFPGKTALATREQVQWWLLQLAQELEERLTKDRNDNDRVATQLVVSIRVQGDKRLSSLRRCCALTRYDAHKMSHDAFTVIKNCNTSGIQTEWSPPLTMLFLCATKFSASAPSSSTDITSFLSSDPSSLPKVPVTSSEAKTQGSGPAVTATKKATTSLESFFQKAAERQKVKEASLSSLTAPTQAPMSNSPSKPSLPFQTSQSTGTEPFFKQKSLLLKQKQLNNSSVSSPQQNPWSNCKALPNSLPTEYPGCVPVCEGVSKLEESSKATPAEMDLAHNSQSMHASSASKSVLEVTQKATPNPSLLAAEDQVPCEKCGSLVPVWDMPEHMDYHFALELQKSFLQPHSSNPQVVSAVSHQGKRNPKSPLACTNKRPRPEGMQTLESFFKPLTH
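Pol eta at 10 nM preincubated with compounds 15 min at room temperature; reaction started with fluorescent substrate (50 nM final) and read kinetically at 0 and 10 min.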
Pol beta inh – inhibitors of human DNA polymerase beta; P06746; Pol beta primer extension/strand displacement, fluorescence kinetic; Potency, µM (series often up to 114 µM), for the others: at the top dose activity change, negative = inhibition, hits mostly inhibitors; 340,000 compounds, 1.3% hits; further: potency means the concentration at half of the fitted maximal effect; on the % scale 0 is the no-effect control and ±100 the full control effect
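Pol beta (10 nM) was preincubated with compound for 15 min at room temperature. The reaction was then started with 50 nM substrate and read immediately and after a further 10 min at room temperature.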
LDHA block – inhibitors of human lactate dehydrogenase A; P00338; purified LDHA, NADH/diaphorase-resazurin fluorescence; stronger effect = lower value; activity change, % (values are at about 110 or 230 µM); 480,000 compounds, 0.15% hits; in the data active means activity change below about -30%; inconclusive means mostly about -25% to -30%;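 further: plate controls were DMSO wells for no effect and wells without enzyme for full effect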
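Human LDH5 (2 nM) was incubated with 0.06 mM NADH and 0.2 mM pyruvate for 5 min at room temperature in Tris pH 7.4. Remaining NADH was coupled through diaphorase/resazurin, and resorufin fluorescence was read at 0 and 20 min.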
POLK inh – blocks human DNA polymerase kappa activity; AID 588579; Potency, µM (top dose mostly 107 µM), for the others: at the highest dose activity, negative = inhibition, hits mostly inhibitors; 400,000 compounds, 0.53% hits; purified Pol kappa, fluorescent DNA synthesis assay, 10 min; further: potency means the concentration at half of the fitted maximal effect; on the % scale 0 is the no-effect control and ±100 the full control effect
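Enzyme at 10 nM met test compounds for 15 min at room temperature. Substrate addition (50 nM final) began the reaction, which was monitored by fluorescence at 0 and 10 min.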
* marks the source's active call; other numbers are inactive results; [ ] = remark or other dose. Unless noted, the call rests on the fitted dose curve; in most records, active means well fitted curve in the direction sought with a large enough effect; inconclusive means small, poorly fitted or top-dose-only effect, or another doubt; inactive means no such curve, though single readings can be large; an effect the other way counts as inactive or inconclusive. A portion of the library; rates above refer to the full screens.

Results for O=C1OCCN1C(=O)[C@H]1[C@H](c2ccc(F)cc2)C(c2ccccc2)=NN1c1ccc(Br)cc1 ?
RGS4 inh: 4%; ERG-DNA inh: 8%; Apoferritin bind: 504%[activator]; APEX1 inh: 19%; POLH inh: -19%; LDHA block: -1; POLK inh: inconclusive

How did COC(=O)c1ccc2c(=O)n(CCCCCC(=O)NCc3ccc(OC)cc3)c(=O)[nH]c2c1 do in these assays?
ALOX12 inh: inconclusive; RGS4 inh: 18%; ERG-DNA inh: 6%; Apoferritin bind: -1%; POLH inh: -1%; Pol beta inh: 27%; LDHA block: -7; POLK inh: -2%[60.1 µM]

How did COc1ccc(CNC(=O)c2ccc(Cn3nc(C)c([N+](=O)[O-])c3C)o2)cc1 do in these assays?
ALOX12 inh: -4%; RGS4 inh: 4%; ERG-DNA inh: 3%; Apoferritin bind: -18%; APEX1 inh: 6%; POLH inh: -10%; Pol beta inh: -5%; LDHA block: -13; POLK inh: -7%

How did COc1cccc(NS(=O)(=O)c2c(C(=O)N3CCCCCC3)c(C)n(C)c2C)c1 do in these assays?
ALOX12 inh: 4%; RGS4 inh: -1%; ERG-DNA inh: 5%; Apoferritin bind: -4%; APEX1 inh: -20%; POLH inh: -17%; Pol beta inh: 60%; LDHA block: -1; POLK inh: 0%

How did COc1ccc(CNc2ncnc3ccccc23)cc1 do in these assays?
ALOX12 inh: -18%; RGS4 inh: 12%; ERG-DNA inh: 6%; Apoferritin bind: -8%; APEX1 inh: 4%; POLH inh: 7%; Pol beta inh: inconclusive; LDHA block: -1; POLK inh: -11%

Results for CC(C)(C)NC(=O)COC(=O)CCC(=O)c1ccc(F)cc1 ?
ALOX12 inh: 15%; RGS4 inh: 22%; ERG-DNA inh: 1%; Apoferritin bind: -10%; APEX1 inh: -4%; POLH inh: -22%; Pol beta inh: 8%; LDHA block: -5; POLK inh: -10%

How did COC(=O)Cc1ccc(NC(=S)N2CCN(c3cc(Cl)ccc3C)CC2)cc1 do in these assays?
ALOX12 inh: inconclusive; RGS4 inh: 20%; ERG-DNA inh: 5%; Apoferritin bind: -7%; APEX1 inh: -9%; POLH inh: -4%; Pol beta inh: 0%; LDHA block: -5; POLK inh: -8%

Results for C#CCOc1ccc(C2C(C#N)=C(N)Oc3cc(O)ccc32)cc1 (centres undefined) ?
ALOX12 inh: 28µM*; RGS4 inh: inconclusive; ERG-DNA inh: -4%; Apoferritin bind: -6%; APEX1 inh: 14%; POLH inh: -14%; Pol beta inh: -4%; LDHA block: 6; POLK inh: -1%

Results for Cc1nc2sc(C)c(C)n2c(=O)c1S(=O)(=O)N1CCN(c2ccccc2F)CC1 ?
ALOX12 inh: 0%; RGS4 inh: 2%; ERG-DNA inh: -4%; Apoferritin bind: -2%; POLH inh: -15%; Pol beta inh: 6%; LDHA block: -8; POLK inh: -18%

How did Cc1cnnn1-c1ccc([N+](=O)[O-])cc1 do in these assays?
ALOX12 inh: -7%; RGS4 inh: 7%; ERG-DNA inh: 0%; Apoferritin bind: -6%; APEX1 inh: -3%; POLH inh: -7%; Pol beta inh: 25%; LDHA block: -1; POLK inh: -5%

What do the screens show for `O=C(Cn1ncc2c(=O)oc3ccccc3c21)NCC1CCCO1` (centres undefined)?
ALOX12 inh: 4%; RGS4 inh: -7%; ERG-DNA inh: -4%; Apoferritin bind: 6%; APEX1 inh: 0%; POLH inh: -14%; Pol beta inh: 27%; LDHA block: -5; POLK inh: 2%

Results for O=C(COC(=O)/C=C/c1cccc([N+](=O)[O-])c1)NCc1ccc2c(c1)OCO2 ?
ALOX12 inh: -5%; RGS4 inh: -22%; ERG-DNA inh: -17%; Apoferritin bind: -20%; APEX1 inh: -2%; POLH inh: -6%; Pol beta inh: -7%; LDHA block: -2; POLK inh: -1%

What do the screens show for `Cc1ccc2occ(CC(=O)Nc3ccc(S(=O)(=O)N4CCC(C)CC4)cc3)c2c1`?
ALOX12 inh: 1%; RGS4 inh: 3%; ERG-DNA inh: 3%; Apoferritin bind: -1%; POLH inh: -20%; Pol beta inh: inconclusive; LDHA block: -2; POLK inh: 0%

What do the screens show for `CN(Cc1ccc(F)cc1)C(=O)c1cccc(S(=O)(=O)N2CCN(c3ccccc3)CC2)c1`?
ALOX12 inh: inconclusive; RGS4 inh: 11%; ERG-DNA inh: 5%; APEX1 inh: -4%; POLH inh: -4%; LDHA block: -8; POLK inh: -7%

How did COc1ccc(C2=CC(=O)C[C@H](c3ccc(F)cc3)C2)cc1OC do in these assays?
ALOX12 inh: -6%; RGS4 inh: 5%; ERG-DNA inh: -5%; APEX1 inh: 16%; POLH inh: -21%; LDHA block: -1; POLK inh: 2%

Results for COCCCn1c(=O)c2ccccc2n(Cc2cc(C(=O)OC)ccc2OC)c1=O ?
ALOX12 inh: inconclusive; RGS4 inh: 13%; ERG-DNA inh: 9%; Apoferritin bind: -15%; APEX1 inh: 1%; POLH inh: -18%; Pol beta inh: 19%; LDHA block: -4; POLK inh: -14%

How did COc1ccc(-c2cc(N)n(CCC#N)n2)c(OC)c1 do in these assays?
ALOX12 inh: -18%; RGS4 inh: 10%; ERG-DNA inh: -2%; Apoferritin bind: -10%; APEX1 inh: 2%; POLH inh: 3%; Pol beta inh: 13%; LDHA block: -3; POLK inh: -14%

How did Cc1ccc(NC(=O)CCc2nnc3ccc(N4CCC(C)CC4)nn23)nc1 do in these assays?
ALOX12 inh: 2%; RGS4 inh: 10%; ERG-DNA inh: -7%; Apoferritin bind: -4%; APEX1 inh: 8%; POLH inh: -12%; Pol beta inh: -4%; LDHA block: -1; POLK inh: -3%

How did Cc1ccc(-n2nnc(C(=O)Nc3cc(F)ccc3F)c2C)cc1F do in these assays?
ALOX12 inh: -20%; RGS4 inh: -6%; ERG-DNA inh: -2%; Apoferritin bind: -1%; POLH inh: -21%; Pol beta inh: 1%; LDHA block: -1; POLK inh: 1%

What do the screens show for `COc1ccc(NC(=O)C/C(C)=N/NC(=O)c2cnccn2)c(OC)c1`?
ALOX12 inh: 3%; RGS4 inh: -15%; ERG-DNA inh: 1%; Apoferritin bind: 4%; APEX1 inh: 1%; POLH inh: 3%; Pol beta inh: 2%; LDHA block: -6; POLK inh: -4%

Grouped by structure: those above containing a cyano group (two)
Results for C#CCOc1ccc(C2C(C#N)=C(N)Oc3cc(O)ccc32)cc1 (centres undefined) ?
ALOX12 inh: 28µM*; RGS4 inh: inconclusive; ERG-DNA inh: -4%; Apoferritin bind: -6%; APEX1 inh: 14%; POLH inh: -14%; Pol beta inh: -4%; LDHA block: 6; POLK inh: -1%

How did COc1ccc(-c2cc(N)n(CCC#N)n2)c(OC)c1 do in these assays?
ALOX12 inh: -18%; RGS4 inh: 10%; ERG-DNA inh: -2%; Apoferritin bind: -10%; APEX1 inh: 2%; POLH inh: 3%; Pol beta inh: 13%; LDHA block: -3; POLK inh: -14%

Following part:
What do the screens show for `COc1ccc(-c2csc3ncnc(N4CCN(S(=O)(=O)c5ccc(C)c(C)c5)CC4)c23)cc1`?
ALOX12 inh: -5%; RGS4 inh: 16%; ERG-DNA inh: 0%; APEX1 inh: -9%; POLH inh: -13%; LDHA block: -7; POLK inh: -6%

What do the screens show for `COCc1ccc(CN2CCC(C(=O)Nc3cccc(-c4cscn4)c3)CC2)o1`?
ALOX12 inh: 0%; RGS4 inh: 12%; ERG-DNA inh: -2%; Apoferritin bind: -9%; APEX1 inh: 8%; POLH inh: 4%; Pol beta inh: 2%; LDHA block: -6; POLK inh: -5%

Results for Cc1occc1C(=O)N(C)Cc1nc(-c2ccccc2)no1 ?
ALOX12 inh: -8%; RGS4 inh: -5%; ERG-DNA inh: -2%; Apoferritin bind: -1%; APEX1 inh: 13%[12.4 µM]; POLH inh: -10%; Pol beta inh: -6%; LDHA block: -1; POLK inh: 4%

Results for COc1ccc(-c2nnc(SCC(=O)N3CCCCC3)o2)c(OC)c1 ?
ALOX12 inh: -2%; RGS4 inh: 12%; Apoferritin bind: -4%; APEX1 inh: 9%; POLH inh: -1%; Pol beta inh: 5%; LDHA block: -2; POLK inh: inconclusive

What do the screens show for `COC(=O)c1cn(C(=O)c2cc(Br)ccc2Cl)c2ccccc12`?
ALOX12 inh: 0%; RGS4 inh: 4%; ERG-DNA inh: 2%; Apoferritin bind: -3%; APEX1 inh: -12%; POLH inh: -20%; Pol beta inh: 10%; LDHA block: -4; POLK inh: 5%

How did N#Cc1ccc(-c2ccc(Cl)cc2)nc1SCC(=O)c1cccc(Cl)c1 do in these assays?
ALOX12 inh: inconclusive; RGS4 inh: -10%[11.4 µM]; ERG-DNA inh: 10%; Apoferritin bind: -10%; APEX1 inh: -2%; POLH inh: -12%; Pol beta inh: 8%; LDHA block: -4; POLK inh: -4%

How did Cc1nnsc1C(=O)NC1CCCCC1 do in these assays?
ALOX12 inh: 10%; RGS4 inh: 18%; Apoferritin bind: -4%; APEX1 inh: -1%; POLH inh: 0%; Pol beta inh: 28%; LDHA block: -6; POLK inh: -6%

Compound activity: PubChem BioAssay, National Center for Advancing Translational Sciences (NCATS)
